PostGolgi yeast: growth inhibition of a yeast mutant, post-Golgi transport screen. post-Golgi transport phenotypic cell assay. inhibition, % at 10 µM. hit rate 0.9% among 98,000. AID 739; in the data active = inhibition above about 30%;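 note: yeast cells grown in 1536-well plates; yeast grown about 18 h at 30C before absorbance read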
CYP2C19 inhib: blocks human cytochrome P450 2C19; AID 778; hit rate 21% among 96,000; inhibition, % at 5 µM; P33261; CYP2C19 Supersomes, luciferin-H EGE luminescence, 30 min;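 active = CYP2C19 inhibition above a set limit at 5 µM in the primary screen, cut at about 50% in these data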;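 note: plate controls were negative control wells for no effect and 2.5 mM tranylcypromine positive control for full effect; values of inactives mirror those of a sister screen read the other way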
Target sequence (P33261 whole entry, looked up): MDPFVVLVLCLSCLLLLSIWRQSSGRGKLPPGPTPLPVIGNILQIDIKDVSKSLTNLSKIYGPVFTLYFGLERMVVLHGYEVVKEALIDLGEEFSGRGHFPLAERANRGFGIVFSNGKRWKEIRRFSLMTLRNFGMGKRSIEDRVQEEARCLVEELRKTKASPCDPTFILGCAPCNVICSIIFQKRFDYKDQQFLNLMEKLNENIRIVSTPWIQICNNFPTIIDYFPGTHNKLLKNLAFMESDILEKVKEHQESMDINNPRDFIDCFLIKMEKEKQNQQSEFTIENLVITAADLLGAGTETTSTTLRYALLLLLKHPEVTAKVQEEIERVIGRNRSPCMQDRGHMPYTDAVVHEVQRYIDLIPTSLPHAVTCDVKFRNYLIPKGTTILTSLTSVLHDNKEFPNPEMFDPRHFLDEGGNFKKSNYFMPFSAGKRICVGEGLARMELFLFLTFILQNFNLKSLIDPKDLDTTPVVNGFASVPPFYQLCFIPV
EphB4 antag: blocks human EphB4 binding to ephrin-B2; EphB4 LBD / TNYL-RAW-Alexa532 peptide, fluorescence polarization; P54760; inhibition, % at 7 µM; hit rate 0.15% among 97,000;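 active = inhibition above the screen-wide mean inhibition plus 3 SD, cut at about 15% in these data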;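 note: 0% = DMSO wells and 100% = excess unlabeled TNYL-RAW peptide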
Pyk2 oligo antag: blocks oligomerization of human Pyk2 in cells | Q14289 | Q293 cells, Pyk2 FERM NanoBiT luminescence; active compounds read low | z-score (the deposit names both 25 µM and 10 µM) | hit rate 0.83% among 99,000;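 active = Z-score of -3 or lower, scaled per plate to the spread of control and sample wells; inactive = z-score above -3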;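 note: negative z-score means lost luminescence so less FERM oligomerization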
Ecoli WT expand: growth inhibitors of E. coli BW25113 wild type | hit rate 0.15% among 98,000 | growth inhibition, % at 100 µM | OD600 absorbance | AID 710;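 active = growth inhibition above about 50% at one test dose, limit read from the data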;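 note: growth measured after 20 h incubation at 37 °C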
CYP2C9 inhib: human CYP2C9 inhibition; CYP2C9 Supersomes, luciferin-H conversion, luminescence; hit rate 20% among 96,000; P11712; inhibition, % at 5 µM;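 active = blocking of liver enzyme CYP2C9 beyond about 50% at 5 µM, limit read from the data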; note: values of inactives mirror those of a sister screen read the other way
PLAP act: activates human placental alkaline phosphatase; P05187; purified PLAP enzyme, luminescent substrate read-out; active compounds read high; activation fold at 20 µM; hit rate 1.2% among 96,000; AID 696; in the data active = activation fold above about 2
Target sequence (P05187 whole entry, looked up): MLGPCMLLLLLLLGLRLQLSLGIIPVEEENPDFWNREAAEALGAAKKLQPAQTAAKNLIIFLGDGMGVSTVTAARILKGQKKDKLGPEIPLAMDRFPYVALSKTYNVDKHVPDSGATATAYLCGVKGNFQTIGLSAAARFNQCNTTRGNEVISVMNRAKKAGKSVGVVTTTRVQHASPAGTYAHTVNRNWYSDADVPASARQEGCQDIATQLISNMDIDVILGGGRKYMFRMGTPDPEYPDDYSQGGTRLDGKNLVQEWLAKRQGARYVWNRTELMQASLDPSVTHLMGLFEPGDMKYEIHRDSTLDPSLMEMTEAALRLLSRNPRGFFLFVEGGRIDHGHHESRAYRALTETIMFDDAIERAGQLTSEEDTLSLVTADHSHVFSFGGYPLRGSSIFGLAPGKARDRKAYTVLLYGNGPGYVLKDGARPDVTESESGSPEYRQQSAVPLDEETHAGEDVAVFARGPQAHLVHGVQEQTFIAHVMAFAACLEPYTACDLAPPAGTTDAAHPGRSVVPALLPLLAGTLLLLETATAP
CYP2C9 activ: activators of human CYP2C9 | recombinant CYP2C9, luciferin-H conversion, luminescence; active compounds read high; factor 1 = untreated enzyme, 0 = blocked | hit rate 1.4% among 96,000 | AID 1024 | P11712 | activation factor at 5 µM;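 active = activation factor of 2 or more for CYP2C9 at a 5 µM dose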;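 note: 0 = sulfaphenazole-blocked wells and 1 = vehicle-only wells; values of inactives mirror those of a sister screen read the other way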
CYP2C19 activ: cytochrome P450 2C19 (human) activation. recombinant CYP2C19, luciferin-H EGE luminescence; active compounds read high; 0 = fully inhibited enzyme, 1 = untreated enzyme. activation factor at 5 µM. 96,000 tested, under 10 active;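 active = activation factor of at least 2 at 5 µM in the primary screen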;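 note: 0 = wells with 2.5 mM tranylcypromine and 1 = vehicle-only wells; values of inactives mirror those of a sister screen read the other way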
Active calls of the source: *. Outcome played no part in choosing rows. Share with any hit: about 31%.

The opening 2 compounds, to show the layout:
`CCOc1cc(C2CC(=O)N3CN(C4CCCCC4)CSC3=C2C#N)ccc1O` (stereo not drawn) gave PostGolgi yeast 15, CYP2C19 inhib 53*, EphB4 antag -2, Ecoli WT expand 3, CYP2C9 inhib 82*, PLAP act 1.3, CYP2C9 activ 0.2 and CYP2C19 activ 0.5.
`Cc1cccn2c(=O)c3cc(C#N)c(=O)n(CC4CCCO4)c3nc12` (stereo not drawn) gave PostGolgi yeast -9, CYP2C19 inhib 24, EphB4 antag 8, Ecoli WT expand 0, CYP2C9 inhib 15, PLAP act 1.1, CYP2C9 activ 0.8 and CYP2C19 activ 0.8.

The whole of this part, from the start:
`CCOc1cc(C2CC(=O)N3CN(C4CCCCC4)CSC3=C2C#N)ccc1O` (stereo not drawn) gave PostGolgi yeast 15, CYP2C19 inhib 53*, EphB4 antag -2, Ecoli WT expand 3, CYP2C9 inhib 82*, PLAP act 1.3, CYP2C9 activ 0.2 and CYP2C19 activ 0.5.
`Cc1cccn2c(=O)c3cc(C#N)c(=O)n(CC4CCCO4)c3nc12` (stereo not drawn) gave PostGolgi yeast -9, CYP2C19 inhib 24, EphB4 antag 8, Ecoli WT expand 0, CYP2C9 inhib 15, PLAP act 1.1, CYP2C9 activ 0.8 and CYP2C19 activ 0.8.
O=C(CCc1ccccc1)NC(NC(=S)Nc1ccc(Br)cc1)C(Cl)(Cl)Cl (stereo not drawn) was read as PostGolgi yeast -1, CYP2C19 inhib 30, EphB4 antag -2, Pyk2 oligo antag -1.3, Ecoli WT expand -2, CYP2C9 inhib 97*, PLAP act 0.7, CYP2C9 activ 0 and CYP2C19 activ 0.7.
`Nc1nc(C(=O)N2CCOCC2)nn1C(=O)c1ccc(Cl)cc1` gave PostGolgi yeast 2, CYP2C19 inhib 0, Ecoli WT expand -10, CYP2C9 inhib -2, PLAP act 1, CYP2C9 activ 1 and CYP2C19 activ 1.
`CCc1ccc(NC2=NC(C(=O)c3ccccc3)CC(=O)N2)cc1` (stereo not drawn) gave PostGolgi yeast 4, CYP2C19 inhib 11, EphB4 antag 5, Pyk2 oligo antag 1.1, Ecoli WT expand 6, CYP2C9 inhib -17, PLAP act 1.4, CYP2C9 activ 1.2 and CYP2C19 activ 0.9.
`N#C/C(=C\c1cn[nH]c1-c1ccccc1)C(=O)NC1CCCCCC1` gave PostGolgi yeast -6, CYP2C19 inhib -3, EphB4 antag 8, Pyk2 oligo antag -0.2, Ecoli WT expand 3, CYP2C9 inhib -98, PLAP act 1.5, CYP2C9 activ 2* and CYP2C19 activ 1.
Screening O=C(/C=C/c1ccc2c(c1)OCO2)N1CCOCC1 returned PostGolgi yeast 6, CYP2C19 inhib 3, EphB4 antag -4, Pyk2 oligo antag 0.5, Ecoli WT expand 1, CYP2C9 inhib -8, PLAP act 0.9, CYP2C9 activ 1.1 and CYP2C19 activ 1.
Screening CC(C)(C)NC(=O)CN(C(=O)CS(=O)CC(=O)Nc1ccc(F)cc1)c1ccc(Cl)cc1 (stereo not drawn) returned PostGolgi yeast 5, CYP2C19 inhib 2, EphB4 antag -4, Pyk2 oligo antag 0.28, Ecoli WT expand 6, CYP2C9 inhib 45, PLAP act 1.3, CYP2C9 activ 0.5 and CYP2C19 activ 1.
O=C(O)c1cc2c([nH]c1=O)CCCC2 was read as PostGolgi yeast 11, CYP2C19 inhib -19, EphB4 antag 5, Pyk2 oligo antag -0.66, Ecoli WT expand -18, CYP2C9 inhib -21, PLAP act 0.8, CYP2C9 activ 1.2 and CYP2C19 activ 1.2.
Screening CCOC(=O)c1[nH]c(C)c(C(=O)NC2CCCCC2)c1C returned PostGolgi yeast -2, CYP2C19 inhib 2, EphB4 antag -7, Ecoli WT expand 3, CYP2C9 inhib -41, PLAP act 1, CYP2C9 activ 1.4 and CYP2C19 activ 1.
For COc1ccc2cc(CN(Cc3cccnc3)Cc3nnnn3Cc3ccccc3)c(=O)[nH]c2c1 the results were PostGolgi yeast -8, CYP2C19 inhib 93*, EphB4 antag 0, Ecoli WT expand -6, CYP2C9 inhib 90*, PLAP act 1.6, CYP2C9 activ 0.1 and CYP2C19 activ 0.1.
`N#CC(C(=O)Nc1ccc(Cl)c(Cl)c1)=C1Nc2ccccc2N1` gave PostGolgi yeast 1, CYP2C19 inhib 4, EphB4 antag 6, Pyk2 oligo antag 0.5, Ecoli WT expand -7, CYP2C9 inhib 7, PLAP act 0.9, CYP2C9 activ 0.9 and CYP2C19 activ 1.
CCOC(=O)N1CCC(NC(=O)C2CCCN(S(=O)(=O)c3cccnc3)C2)CC1 (stereo not drawn) was read as PostGolgi yeast 5, CYP2C19 inhib 27, Ecoli WT expand 6, CYP2C9 inhib -5, PLAP act 0.9, CYP2C9 activ 1 and CYP2C19 activ 0.7.
Screening O=C1CC(NNc2ccccc2)C(=O)N1c1cccc(Cl)c1 (stereo not drawn) returned PostGolgi yeast -2, CYP2C19 inhib 19, EphB4 antag -4, Pyk2 oligo antag -0.74, Ecoli WT expand 3, CYP2C9 inhib 0, PLAP act 1, CYP2C9 activ 1 and CYP2C19 activ 0.8.
CC(=O)Oc1c2occc2cc2ccc(=O)oc12 was read as PostGolgi yeast 24, CYP2C19 inhib 12, EphB4 antag 0, Pyk2 oligo antag -0.37, Ecoli WT expand 22, CYP2C9 inhib 19, PLAP act 1.3, CYP2C9 activ 0.8 and CYP2C19 activ 0.9.
For C[C@H](NC(=O)OC(C)(C)C)c1nnc(SCC(=O)c2ccc(Cl)cc2)o1 the results were PostGolgi yeast 3, CYP2C19 inhib 22, EphB4 antag 10, Pyk2 oligo antag 0.65, Ecoli WT expand 6, CYP2C9 inhib 21, PLAP act 1.2, CYP2C9 activ 0.8 and CYP2C19 activ 0.8.
`CCOC(=O)c1cccnc1SC(CC)C(=O)N1CCOCC1` (stereo not drawn) gave PostGolgi yeast 2, CYP2C19 inhib 15, EphB4 antag 0, Pyk2 oligo antag 1.2, Ecoli WT expand 5, CYP2C9 inhib 6, PLAP act 1, CYP2C9 activ 0.9 and CYP2C19 activ 0.9.
For COc1ccc(N(CC(=O)NCc2ccco2)S(=O)(=O)c2ccc(OC)c(OC)c2)cc1 the results were PostGolgi yeast 1, CYP2C19 inhib 100*, Pyk2 oligo antag -0.36, Ecoli WT expand -4, CYP2C9 inhib 45, PLAP act 1.4, CYP2C9 activ 0.5 and CYP2C19 activ 0.
For COC(=O)c1sc(NC(=O)CSc2nnc(C(C)C)n2C)nc1C the results were PostGolgi yeast 1, CYP2C19 inhib 15, EphB4 antag -5, Pyk2 oligo antag 1.5, Ecoli WT expand 1, CYP2C9 inhib -2, PLAP act 1.1, CYP2C9 activ 1 and CYP2C19 activ 0.9.
`CCCCCSc1nnc2c(n1)OC(c1cccn1C)N(C(C)=O)c1ccccc1-2` (stereo not drawn) gave PostGolgi yeast 0, CYP2C19 inhib 45, EphB4 antag -3, Pyk2 oligo antag -0.95, Ecoli WT expand -7, CYP2C9 inhib 83*, PLAP act 1.4, CYP2C9 activ 0.2 and CYP2C19 activ 0.5.
`CC(C)NC(=O)C1CCN(C(=O)c2cc3sccc3n2Cc2ccc(F)cc2)CC1` gave PostGolgi yeast -1, CYP2C19 inhib 56*, EphB4 antag 4, Pyk2 oligo antag 0.54, Ecoli WT expand 0, CYP2C9 inhib 72*, PLAP act 1.1, CYP2C9 activ 0.3 and CYP2C19 activ 0.4.
Cc1nc(CCNC(=O)Cc2ccc(F)cc2)cs1 was read as PostGolgi yeast 6, CYP2C19 inhib 34, EphB4 antag -10, Ecoli WT expand -4, CYP2C9 inhib 16, PLAP act 1.1, CYP2C9 activ 0.8 and CYP2C19 activ 0.7.
Screening O=C(COc1ccc(Cl)cc1Cl)NCCCCc1ccccc1 returned PostGolgi yeast -5, CYP2C19 inhib 46, EphB4 antag -5, Pyk2 oligo antag 1.5, Ecoli WT expand -3, CYP2C9 inhib 19, PLAP act 1.5, CYP2C9 activ 0.8 and CYP2C19 activ 0.5.
`COc1cc(NC(=O)Nc2ccccc2OC)c(OC)cc1NC(=O)CN1CCCCC1` gave PostGolgi yeast -6, CYP2C19 inhib -4, EphB4 antag 0, Pyk2 oligo antag 0.78, Ecoli WT expand -5, CYP2C9 inhib 14, PLAP act 1.2, CYP2C9 activ 0.9 and CYP2C19 activ 1.
Cc1ccc(Cn2ccc(NC(=O)c3nn(C)cc3Cl)n2)cc1 was read as PostGolgi yeast -7, CYP2C19 inhib 49, EphB4 antag -2, Pyk2 oligo antag -0.02, Ecoli WT expand -1, CYP2C9 inhib -5, PLAP act 1.2, CYP2C9 activ 1 and CYP2C19 activ 0.5.
COC(=O)c1cc(Br)c(=O)n(CCN2CCCC2)c1 was read as PostGolgi yeast 11, CYP2C19 inhib 7, EphB4 antag -11, Pyk2 oligo antag -0.06, Ecoli WT expand -4, CYP2C9 inhib 4, PLAP act 1.1, CYP2C9 activ 1 and CYP2C19 activ 0.9.
CC(C)(C)c1cc(C(=O)NCc2ccco2)ccn1 was read as PostGolgi yeast 1, CYP2C19 inhib -5, EphB4 antag -7, Pyk2 oligo antag -0.03, Ecoli WT expand 7, CYP2C9 inhib -12, PLAP act 1, CYP2C9 activ 1.1 and CYP2C19 activ 1.
COC(=O)CCSCC(=O)Nc1nnc(C)s1 was read as PostGolgi yeast 20, CYP2C19 inhib -18, Ecoli WT expand -4, CYP2C9 inhib -14, PLAP act 1.1, CYP2C9 activ 1.1 and CYP2C19 activ 1.2.
For COc1ccc(/C=C(/NC(=O)c2ccc(C)cc2)c2nc3ccccc3[nH]2)cc1OC the results were PostGolgi yeast -4, CYP2C19 inhib 36, EphB4 antag -2, Pyk2 oligo antag -0.8, Ecoli WT expand -15, CYP2C9 inhib 70*, PLAP act 1.5, CYP2C9 activ 0.3 and CYP2C19 activ 0.6.
O=C(Nc1ccc2c(c1)OCCO2)C1CCCN(c2ncccn2)C1 (stereo not drawn) was read as PostGolgi yeast 7, CYP2C19 inhib 1, EphB4 antag 4, Pyk2 oligo antag 1.4, Ecoli WT expand 0, CYP2C9 inhib -4, PLAP act 1, CYP2C9 activ 1 and CYP2C19 activ 1.
For Cc1ccc(Cn2nnc3c(=O)[nH]c(C(=O)NCc4ccco4)nc32)cc1 the results were PostGolgi yeast -3, CYP2C19 inhib 1, Pyk2 oligo antag 1.4, Ecoli WT expand -11, CYP2C9 inhib 4, PLAP act 2*, CYP2C9 activ 1 and CYP2C19 activ 1.
For Cc1nn(Cc2ccccc2)c(=O)n1N(C)c1ncc(C(F)(F)F)cc1Cl the results were PostGolgi yeast 5, CYP2C19 inhib 67*, EphB4 antag -1, Pyk2 oligo antag 2.6, Ecoli WT expand 1, CYP2C9 inhib 10, PLAP act 1.5, CYP2C9 activ 0.9 and CYP2C19 activ 0.3.
For O=C(CCC1CCCC1)N1CCN(C2CCCC2)CC1 the results were PostGolgi yeast 11, CYP2C19 inhib 73*, Pyk2 oligo antag 0.39, Ecoli WT expand -3, CYP2C9 inhib 11, PLAP act 1.5, CYP2C9 activ 0.9 and CYP2C19 activ 0.3.
For CC12CCC(C(=O)N3CCN(Cc4ccccc4)CC3)(OC1=O)C2(C)C (stereo not drawn) the results were PostGolgi yeast 2, CYP2C19 inhib 72*, EphB4 antag 3, Pyk2 oligo antag 0.36, Ecoli WT expand 5, CYP2C9 inhib 67*, PLAP act 1.6, CYP2C9 activ 0.3 and CYP2C19 activ 0.3.
`Cn1c(=O)c2c(-c3ccccc3)n(C3CCCCC3)cc2n(C)c1=O` gave PostGolgi yeast -22, CYP2C19 inhib -1, EphB4 antag 1, Pyk2 oligo antag -0.54, Ecoli WT expand 2, CYP2C9 inhib 44, PLAP act 1.1, CYP2C9 activ 0.6 and CYP2C19 activ 1.
Screening CC(=O)c1cccc(NC(=O)C2C3C=CC(C4CC34)C2C(=O)O)c1 (stereo not drawn) returned PostGolgi yeast 11, CYP2C19 inhib 8, EphB4 antag -3, Pyk2 oligo antag 1.5, Ecoli WT expand -2, CYP2C9 inhib 11, PLAP act 1, CYP2C9 activ 0.9 and CYP2C19 activ 0.9.

Screens: PubChem BioAssay, several laboratories
